# HKDC1 inh: inhibitors of human hexokinase HKDC1. Q2TB90. inhibition, % at 20 µM. 340,000 tested, 0.16% active. recombinant HKDC1, G6PDH/diaphorase resazurin coupled fluorescence;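 active = inhibition above about 35% when tested at 20 µM, limit read from the data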;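 also: plate controls were DMSO wells with enzyme for no effect and DMSO wells lacking enzyme for full effect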
# Target sequence (Q2TB90 whole entry, looked up): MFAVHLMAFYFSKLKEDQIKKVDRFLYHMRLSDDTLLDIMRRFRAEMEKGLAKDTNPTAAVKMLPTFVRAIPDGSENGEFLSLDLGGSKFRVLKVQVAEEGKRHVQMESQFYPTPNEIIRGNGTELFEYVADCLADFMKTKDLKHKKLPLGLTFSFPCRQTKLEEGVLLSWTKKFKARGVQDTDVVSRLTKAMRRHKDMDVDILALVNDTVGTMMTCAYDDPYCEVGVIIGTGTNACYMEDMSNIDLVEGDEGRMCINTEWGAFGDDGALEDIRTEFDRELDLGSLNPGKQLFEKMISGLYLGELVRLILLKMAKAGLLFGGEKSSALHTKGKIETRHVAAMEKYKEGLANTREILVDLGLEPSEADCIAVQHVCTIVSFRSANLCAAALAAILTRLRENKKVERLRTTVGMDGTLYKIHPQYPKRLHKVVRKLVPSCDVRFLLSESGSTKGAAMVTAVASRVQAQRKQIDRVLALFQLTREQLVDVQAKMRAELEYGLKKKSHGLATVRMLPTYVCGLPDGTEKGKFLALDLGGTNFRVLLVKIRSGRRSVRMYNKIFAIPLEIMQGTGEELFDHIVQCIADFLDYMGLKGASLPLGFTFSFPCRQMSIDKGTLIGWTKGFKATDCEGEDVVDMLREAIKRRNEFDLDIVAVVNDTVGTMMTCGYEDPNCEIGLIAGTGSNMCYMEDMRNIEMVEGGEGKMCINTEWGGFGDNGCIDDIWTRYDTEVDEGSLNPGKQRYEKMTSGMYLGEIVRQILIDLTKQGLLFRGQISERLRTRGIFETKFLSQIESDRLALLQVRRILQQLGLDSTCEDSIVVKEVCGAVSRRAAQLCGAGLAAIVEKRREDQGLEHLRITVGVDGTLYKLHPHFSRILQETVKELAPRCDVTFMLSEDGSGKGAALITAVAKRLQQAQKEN
#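 Incubation: 90 min at room temperature in dark / Material: recombinant HKDC1 (HK5) hexokinase enzyme, produced in-house / Quantity: enzyme 5 µg/mL final / Compound: one dose of 20 µM, 1% DMSO / Reagent: glucose and ATP substrates / Buffer or medium: Tris pH 8.0 buffer with MgCl2, Tween-20, BSA, BME / Technique: resorufin fluorescence at 613 nm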
# SENP8 block-1: SENP8 protease inhibition; Q96LD8; purified SENP8, Z-RLRGG-aminoluciferin cleavage, luminescence; inhibition, % at 10 µM; 330,000 tested, 1.2% active; AID 2540; in the data active = inhibition above about 50%
# Target sequence (Q96LD8 whole entry, looked up): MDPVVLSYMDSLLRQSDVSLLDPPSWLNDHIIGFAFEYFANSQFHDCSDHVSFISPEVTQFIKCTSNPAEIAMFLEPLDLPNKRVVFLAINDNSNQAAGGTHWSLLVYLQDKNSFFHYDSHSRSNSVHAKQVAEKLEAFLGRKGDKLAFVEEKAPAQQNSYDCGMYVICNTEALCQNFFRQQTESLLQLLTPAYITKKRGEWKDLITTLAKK
# SENP1 inh: inhibitors of human SENP1 SUMO protease catalytic domain; Q9P0U3; inhibition, % at 10 µM; AID 624204; 360,000 tested, 0.21% active; recombinant SENP1 catalytic domain, CyPet-SUMO1-YPet FRET cleavage;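 active = inhibition at least 30% at 10 µM, raw YFP signal under a set limit, fluorescence ratio 0.5 to 1.5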;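 also: 0% = enzyme with DMSO and 100% = no enzyme wells; some results filed as inactive read as strong as hits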
#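 Test system: human SENP1 catalytic domain; medium: Tris pH 8 buffer plus EDTA, NaCl, BME, BSA, NP40, catalase; incubation: 50 min reaction at room temperature; technique: FRET, CFP and YFP emission; controls: no-enzyme low control and enzyme-plus-DMSO high control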
# NLRP3 yeast inh: inhibitors of NALP3 inflammasome in yeast. 330,000 tested, 0.39% active. Yeast reconstituted NLRP3/ASC/caspase-1, beta-gal luminescence, 24 h. inhibition, % at 10 µM. AID 2825;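 active = inhibition of 50% or more; inactive = inhibition below 50%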;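 also: plate controls were induced DMSO wells for no effect and uninduced yeast grown without galactose for full effect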
# SENP6 block: inhibitors of human SENP6 protease; AID 2599; 330,000 tested, 1.8% active; Q9GZR1; Recombinant SENP6 catalytic domain, aminoluciferin luminescence; inhibition, % at 10 µM;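 active = inhibition above about 50% at the single tested dose, limit read from the data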;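 also: plate controls were DMSO wells with enzyme for no effect and DMSO wells lacking enzyme for full effect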
# Apaf-1 inh: blocks human Apaf-1 apoptosome activity | 330,000 tested, 0.71% active | reconstituted apoptosome caspase-3 activity, DEVD-Rh110 fluorescence | O14727 | AID 489030 | inhibition, % at 20 µM; active = inhibition of at least 40% at 20 µM;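 also: plate controls were DMSO wells for no effect and DEVD-CHO caspase inhibitor wells for full effect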
#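 Material: reconstituted apoptosome with Apaf-1, cytochrome c, caspase-9, procaspase-3, dATP. Technique: Rh110 fluorescence intensity. Buffer or medium: pH 7.5 Hepes buffer with CHAPS, BSA, DTT. Times: 30 min plus 50 min, RT.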
# SENP8 block-2: blocks human SENP8 cleavage of Nedd8 substrate; Q96LD8; recombinant SENP8, Nedd8 substrate fluorescence; inhibition, % at 20 µM; 360,000 tested, 0.64% active; AID 602440; in the data active = inhibition mostly above about 40%, no sharp cut-off; inactive = mostly below about 27%
# PfGluPho inh: PfG6PD (Plasmodium falciparum) enzyme inhibition. PfGluPho enzyme, NADPH resazurin-diaphorase fluorescence. inhibition, % at 20 µM. 350,000 tested, 0.78% active. AID 504690;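 active = inhibition reaching at least a set limit at 20 µM in the primary screen, cut at about 59% in these data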;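 also: 0% = DMSO wells with substrate and 100% = DMSO wells lacking glucose-6-phosphate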
# SENP7 block: SENP7 protease inhibition. Q9BQF6. 330,000 tested, 1.5% active. recombinant SENP7, Z-RLRGG-aminoluciferin luminescence, 40 min. inhibition, % at 5 µM. AID 434973;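 active = inhibition above about 50% at the single test dose, limit read from the data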;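 also: plate controls were DMSO with enzyme for no effect and no enzyme buffer wells for full effect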
# The depositor's hits bear a star; . = not tested or not shown.
SMILES,HKDC1 inh,SENP8 block-1,SENP1 inh,NLRP3 yeast inh,SENP6 block,Apaf-1 inh,SENP8 block-2,PfGluPho inh,SENP7 block
CN(C)S(=O)(=O)N(CC(=O)N1CCN(Cc2ccccc2)CC1)c1ccccc1,-5.2,3.4,3.4,12.2,-7.9,-28.7,8.5,-5.5,-3.5
CN(C)C(=O)NC(Nc1cccc([N+](=O)[O-])c1)C(Cl)(Cl)Cl (stereo not drawn),-13.1,3.3,0.2,0.1,-11.8,-5.5,14.0,3.3,-4.5
C=CCn1c(SCC(=O)NC2CCCCC2)nnc1C1CCCCC1,-3.3,-0.5,0.0,3.2,-7.7,-8.9,29.3,-13.0,-1.1
CCOc1ccc(CCNC(=O)c2ccc(N3CCCC3=O)cc2)cc1OCC,1.0,-11.7,0.5,9.8,-0.9,3.5,4.4,1.0,-3.5
CCc1ccc(OCc2nnc(SCc3ccc(C(=O)O)cc3)o2)cc1,-3.3,-7.9,2.8,16.4,-9.9,0.0,0.0,-22.1,3.5
O=C1/C(=C/c2ccc(N3CCOCC3)o2)SC(=Nc2ccccc2)N1CCc1c[nH]c2ccccc12,10.3,-2.6,-24.8,68.4*,-1.7,10.6,25.2,76.9*,-0.5
CC(=O)Nc1ccc(S(=O)(=O)N[C@H](C(=O)O)C(C)C)cc1,-4.0,-1.4,0.5,4.2,-6.0,-8.7,12.9,-18.9,-0.6
COc1ccc2cc(C3(C)NC(=O)N(CC(=O)NCc4ccco4)C3=O)ccc2c1 (stereo not drawn),-2.5,-9.4,2.0,12.1,-13.5,4.5,17.5,11.7,-4.3
COc1cc(C(=O)N2CCN(C(=O)CC(C)C)CC2)cc(OC)c1OC,2.7,-6.6,1.2,18.8,-17.5,-12.6,0.4,-5.0,-9.8
Cc1ccc(C)c(NC(=O)C2CC(O)CN2C(=O)Oc2ccccc2)c1 (stereo not drawn),-4.3,6.1,0.9,7.1,14.4,-7.7,5.0,0.9,10.9
Cc1c(C)n(C)c2ccc(C(=O)NCCCN3CCOCC3)cc12,-1.3,2.1,-4.6,-3.7,-15.4,0.2,-96.3,3.7,3.7
COCCN(CC(=O)Nc1ccccc1C(F)(F)F)C(=O)c1ccc(-n2cccn2)cc1,2.4,2.5,-2.1,1.4,-5.4,-6.2,-4.6,-22.6,4.8
COc1ccc(NC(=S)N2N=CCC2c2ccccc2)cc1 (stereo not drawn),-1.6,7.1,2.5,25.7,45.6,14.2,12.0,5.2,28.9
Nc1ccc(C(=O)c2ccc3c(c2)OCCO3)cc1N,-5.6,-3.5,-39.6,14.5,-0.5,-28.5,-1.2,11.0,-1.7
CC(C)(C)N1C(=O)[C@H]2[C@@H](c3ccc(Br)cc3)N3C(=O)N(c4ccc(Br)cc4)C(=O)[C@@]3(Cc3ccccc3)[C@H]2C1=O,-1.3,-0.2,-0.4,7.8,-6.1,-0.3,24.4,0.0,1.5
CCOc1ccc(N(CC(=O)Nc2ccccc2C)S(=O)(=O)c2c(C)[nH]c(=O)[nH]c2=O)cc1,-8.8,0.3,0.5,8.8,-9.7,1.5,10.4,-0.1,-5.5
O=C(Cc1ccccc1Cl)N/N=C/c1cccnc1,-3.6,-3.0,2.6,18.8,12.3,5.6,14.1,-1.3,4.3
CCc1ccc(NC(=O)Cn2cnc3c(=O)n(C)c(=O)n(C)c32)cc1,0.8,3.4,-2.2,21.5,-14.5,-11.6,11.1,-7.1,-3.6
COc1ccc(NC(=O)Nc2ncccc2C)cc1,-6.5,-4.9,1.1,37.6,-25.9,1.4,18.2,15.3,-13.4
CS(=O)(=O)c1cccc(C(=O)OCC(=O)NCc2cccs2)c1,-3.5,0.0,-0.6,-3.0,-5.4,-2.1,3.1,-1.0,-0.3
O=C1CCCN1CCCNCC(=O)N1c2ccccc2Sc2ccccc21,-5.1,-6.9,2.6,12.3,-10.0,4.9,23.6,-1.6,-6.6
CN1C(=O)c2cccc(N(C)C)c2C1=O,-14.1,-9.3,9.0,-8.2,-35.0,1.3,11.5,-1.8,-2.2
COc1cc(OC)c(C(=O)O/N=C(\N)c2ccccc2)cc1OC,-0.5,4.5,1.6,4.1,-26.8,4.6,-15.9,8.1,2.3
CCOC(=O)c1[nH]c2ccc(OC)cc2c1NC(C)=O,-10.3,2.8,3.1,-3.4,-8.5,-5.5,-432.6,-4.4,2.9
COc1cc(CN2CCN(CCOCCO)CC2)cc(OC)c1OC,-9.7,-1.6,0.3,-1.1,5.2,-16.2,14.1,-4.8,9.4

# (next part)
SMILES,HKDC1 inh,SENP8 block-1,SENP1 inh,NLRP3 yeast inh,SENP6 block,Apaf-1 inh,SENP8 block-2,PfGluPho inh,SENP7 block
CCCc1c(C(=O)N/N=C(/C)c2ccncc2)nnn1-c1nonc1N,-4.5,-2.0,2.8,14.7,-11.4,-0.4,7.9,9.3,-5.6
CC(C(=O)c1ccc(Br)cc1)[n+]1cccc2ccccc21 (stereo not drawn),4.8,-6.6,51.9*,15.9,-3.1,8.4,-43.3,-4.6,-3.2
CCCCNC(=O)[C@@](CC)(ONc1ccccc1C(F)(F)F)c1cccc2ccccc12,21.8,-4.4,-8.6,14.5,13.7,7.9,28.1,39.4,9.0
CC(=O)c1ccc(C(=O)N2CCCC(CO)(Cc3ccccc3C)C2)s1 (stereo not drawn),-4.7,0.4,0.0,11.6,-3.9,14.1,-6.4,2.2,3.2
Cc1cc(NC(=O)CSc2nnc(CNc3cccc(C(F)(F)F)c3)n2Cc2ccco2)no1,-5.3,-1.9,-2.1,-6.4,-5.8,-3.0,5.5,-9.4,2.3
O=C(O)c1ccccc1C1=Nc2ccc(O)cc2Oc2cc(O)ccc21,1.0,-0.6,59.1*,3.9,5.3,-4.7,12.0,0.0,5.6
CC(C)c1ccc(/C=C/C(=O)NCCCc2ccccc2)cc1,0.8,1.5,-1.9,25.3,-0.2,20.8,15.7,15.5,-2.1
c1ccc(COc2ccc(-c3sc(Nc4ccccc4)n[n+]3-c3ccccc3)cc2)cc1,.,-12.2,.,5.1,-14.5,8.6,.,.,2.7
O=C1CC(c2cccc(Cl)c2)c2cc3c(cc2N1)CCC3 (stereo not drawn),-2.7,-1.5,0.1,7.1,-8.8,10.7,10.3,5.4,-7.4
Cn1cccc1/C=C1\CCc2ccccc2C1=O,15.3,95.4*,-96.7,22.5,100.2*,13.4,-11.6,13.9,42.6
CCN(CCS(=O)(=O)c1ccc(Cl)cc1)C(=O)Nc1ccc(Cl)cc1,0.4,-6.9,5.2,8.2,-18.0,8.8,12.8,19.8,-4.9
O=C(NCc1cccc(C(F)(F)F)c1)C1CCCN(c2cnccn2)C1 (stereo not drawn),-6.7,0.3,2.5,-6.2,10.5,5.0,-326.7,5.1,-1.2
CC1CCN(S(=O)(=O)c2ccc(C(=O)OCc3ccc4c(c3)OCO4)cc2)CC1,6.3,-2.4,-1.4,-6.6,-1.8,-3.9,13.4,-15.7,8.3
N#C/C(=C/c1ccc2c(c1)OCO2)C(=O)NCCc1c[nH]c2ccccc12,3.5,3.4,-2.3,23.6,-10.2,-2.8,7.1,9.9,2.0
COc1cc(NS(=O)(=O)c2ccc(NC(=O)COc3ccc(C)cc3)cc2)nc(OC)n1,-0.2,-3.2,1.9,-1.9,7.6,-2.3,11.2,4.0,-2.7
COCCNC(=S)N(Cc1cc2cc(C)ccc2n2nnnc12)C1CCCC1,1.4,1.0,0.5,-10.8,9.1,1.3,8.7,9.1,-1.1
CC(=O)NCc1ccc(C(=O)CSc2nnc(-c3ccncc3)n2Cc2ccccc2)o1,3.6,4.3,-2.9,11.3,9.4,2.1,10.8,39.3,0.7
N#CCSc1ccccc1NC(=O)CN1C(=O)C(=O)N(Cc2ccccc2)C1=O,-3.1,0.6,37.6*,5.9,3.1,-5.3,2.6,-20.4,-0.6
CCCC(=O)Nc1c(-c2ccccc2OC)c(=O)c2ccccc2n1C,-2.9,0.6,2.7,-12.7,-10.6,-23.4,-174.7,1.2,5.8
Cc1ccc(CNC(=O)c2cnccn2)cc1,11.4,2.0,-0.7,1.1,-7.3,-6.3,9.7,-24.6,5.7
COc1ccc(C2C(C#N)=C(N)Oc3cc(O)ccc32)cc1C (stereo not drawn),3.0,0.7,-25.1,5.9,8.6,-8.9,-287.7,-69.6,3.6
O=C(CN(CCc1ccccc1)C(=O)CNS(=O)(=O)c1ccc(F)cc1)NCC1CCCO1 (stereo not drawn),-4.7,-6.5,3.7,0.1,-25.6,-11.5,18.9,3.2,2.5
COc1ccc(N2Cc3ccccc3C2=NC(=O)c2cncc(Br)c2)cc1,-7.6,-1.0,2.1,17.7,-4.4,-0.4,9.0,-3.6,1.4
COc1ccc(NC(=O)c2ccc(OCC3CCCO3)cc2)cc1OC (stereo not drawn),-6.0,0.1,1.7,11.2,-7.7,2.7,13.7,0.5,4.3
C/C(=C/CCC(C)[C@H]1CC[C@@]2(C)C3=C(CC[C@]12C)[C@@]1(C)CCC(=O)C(C)(C)[C@@H]1CC3)C(=O)O (stereo partly drawn),24.3,.,0.3,.,.,.,13.1,-30.5,.

# Carrying on.
SMILES,HKDC1 inh,SENP8 block-1,SENP1 inh,NLRP3 yeast inh,SENP6 block,Apaf-1 inh,SENP8 block-2,PfGluPho inh,SENP7 block
O=C(Cn1nc2sc3ccccc3n2c(=O)c1=O)c1cccs1,-5.2,3.4,1.9,0.1,-5.3,-7.1,-97.8,-9.7,-0.5
COc1ccc(CCN2CC(C(=O)OCC(=O)NCc3ccccc3Cl)CC2=O)cc1OC (stereo not drawn),0.4,.,1.5,.,.,.,1.6,1.4,.
C=CCN1C(=O)C(CC(=O)Nc2ccc(OCC)cc2)N(Cc2ccccn2)C1=S (stereo not drawn),0.4,-6.1,-1.1,-2.4,5.6,-15.4,27.3,-5.8,5.9
O=C(CN1C(=O)/C(=C\C=C\c2ccccc2)SC1=S)Nc1ccc(F)cc1,-6.3,-6.7,65.7*,-1.4,7.2,22.2,16.5,-1.8,-5.9
O=c1nc2ccccc2c(NS(=O)(=O)c2ccccc2)n1-c1ccccc1,-2.3,-5.1,-36.9,18.1,-9.7,2.3,-178.4,1.5,-3.9
CC1=C(C(=O)c2ccccc2)C(c2ccc(N3CCOCC3)cc2)NC(=O)N1 (stereo not drawn),-7.6,-1.7,74.0*,20.6,-17.0,7.8,-1.4,-11.4,1.0

# In the list so far, these have a furan ring, fused or not:
SMILES,HKDC1 inh,SENP8 block-1,SENP1 inh,NLRP3 yeast inh,SENP6 block,Apaf-1 inh,SENP8 block-2,PfGluPho inh,SENP7 block
O=C1/C(=C/c2ccc(N3CCOCC3)o2)SC(=Nc2ccccc2)N1CCc1c[nH]c2ccccc12,10.3,-2.6,-24.8,68.4*,-1.7,10.6,25.2,76.9*,-0.5
COc1ccc2cc(C3(C)NC(=O)N(CC(=O)NCc4ccco4)C3=O)ccc2c1 (stereo not drawn),-2.5,-9.4,2.0,12.1,-13.5,4.5,17.5,11.7,-4.3
Cc1cc(NC(=O)CSc2nnc(CNc3cccc(C(F)(F)F)c3)n2Cc2ccco2)no1,-5.3,-1.9,-2.1,-6.4,-5.8,-3.0,5.5,-9.4,2.3
CC(=O)NCc1ccc(C(=O)CSc2nnc(-c3ccncc3)n2Cc2ccccc2)o1,3.6,4.3,-2.9,11.3,9.4,2.1,10.8,39.3,0.7

# Screening data deposited in PubChem by Sanford-Burnham Center for Chemical Genomics.

# Rows are unselected; any-hit rate near 4.1%.
